Bioassay records deposited in PubChem BioAssay by several laboratories.
CHRM5 PAM = potentiates acetylcholine response at human M5 receptor; P08912; CHO-K1 hM5, Fluo-8 calcium, ACh EC20 PAM; 0% = ACh EC20, 100% = ACh EC100; activation, % at 3 µM; hit rate 0.3% among 360,000;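 active means activation above the run cutoff, the mean activation of all test compounds plus 3 SD, cut at about 18% in these data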
Target sequence (P08912 whole entry, looked up): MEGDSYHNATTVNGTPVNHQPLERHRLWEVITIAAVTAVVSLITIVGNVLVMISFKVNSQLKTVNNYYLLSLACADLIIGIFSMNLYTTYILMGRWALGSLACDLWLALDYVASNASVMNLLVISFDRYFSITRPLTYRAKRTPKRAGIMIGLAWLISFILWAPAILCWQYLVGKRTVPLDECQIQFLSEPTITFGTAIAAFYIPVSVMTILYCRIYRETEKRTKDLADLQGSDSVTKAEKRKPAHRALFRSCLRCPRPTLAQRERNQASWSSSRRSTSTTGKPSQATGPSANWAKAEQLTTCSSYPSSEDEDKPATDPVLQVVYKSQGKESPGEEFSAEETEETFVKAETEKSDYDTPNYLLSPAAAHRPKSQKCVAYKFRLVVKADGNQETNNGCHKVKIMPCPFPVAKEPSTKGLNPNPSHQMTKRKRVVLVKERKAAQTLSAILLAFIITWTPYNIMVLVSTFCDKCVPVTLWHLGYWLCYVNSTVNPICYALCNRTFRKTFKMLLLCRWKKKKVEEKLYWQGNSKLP
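Measured by: Fluo-8 calcium fluorescence; material: human M5 receptor in CHO-K1 cells; schedule: Post-acetylcholine fluorescence recording 140 s; benchmarks: low control EC20 acetylcholine (0%), high control EC100 acetylcholine (100%); read-out: Max/basal fluorescence ratio as % of EC20–EC100 ACh window; compound: single dose, 3 µM nominal final test concentration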
M4 ag = CHRM4 agonism in calcium assay | activation, % at 3 µM | CHO-K1 hM4/Gqi5, Fluo-8 calcium fluorescence; vehicle 0%, full acetylcholine response 100% | P08173 | hit rate 0.14% among 360,000 | AID 624127;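 active means activation above the run mean over all test wells plus 3 SD, cut at about 32% in these data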;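 further: peak over basal fluorescence ratio per well then scaled between controls; 0% = DMSO wells and 100% = acetylcholine at EC100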
Target sequence (P08173 whole entry, looked up): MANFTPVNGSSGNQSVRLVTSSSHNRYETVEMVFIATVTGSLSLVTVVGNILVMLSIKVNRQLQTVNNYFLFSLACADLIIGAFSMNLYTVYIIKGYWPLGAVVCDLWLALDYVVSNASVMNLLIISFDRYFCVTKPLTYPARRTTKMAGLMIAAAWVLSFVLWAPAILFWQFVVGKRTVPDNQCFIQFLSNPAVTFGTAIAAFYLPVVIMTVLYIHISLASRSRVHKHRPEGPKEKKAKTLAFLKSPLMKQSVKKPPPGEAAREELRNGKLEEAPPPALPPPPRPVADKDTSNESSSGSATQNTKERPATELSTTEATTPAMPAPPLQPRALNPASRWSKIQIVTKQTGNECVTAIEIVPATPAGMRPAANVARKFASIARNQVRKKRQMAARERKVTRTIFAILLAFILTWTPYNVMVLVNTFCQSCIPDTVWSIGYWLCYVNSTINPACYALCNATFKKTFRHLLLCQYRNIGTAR
M5 ag = agonists of human muscarinic M5 receptor (CHRM5); P08912; CHO-K1 hM5 cells, Fluo-8 calcium fluorescence; 0% DMSO wells, 100% maximal acetylcholine response; activation, % at 3 µM; hit rate 0.19% among 360,000;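 active means activation above the run's mean over test compounds plus 3 SD, cut at about 23% in these data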;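 further: signal is peak over basal fluorescence ratio across the kinetic read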
M4 PAM = CHRM4 positive allosteric modulation | CHO-K1 hM4/Gqi5, Fluo-8 calcium fluorescence, ACh EC20; 0% = ACh EC20, 100% = maximal ACh | AID 624126 | activation, % at 3 µM | hit rate 0.4% among 360,000;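 active means activation above its plate's cutoff, the mean activation of sample wells plus 3 SD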; further: some results filed as inactive read as strong as hits
CHRM4 antagonist = blocks acetylcholine activation of human M4 receptor; P08173; CHO-hM4 cells, ACh EC80, Fluo-8 calcium fluorescence; inhibition, % at 3 µM; hit rate 0.73% among 360,000;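 active means inhibition above its plate's cutoff, the mean inhibition of sample wells plus 3 SD, cut at about 27% in these data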;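 further: 0% = acetylcholine EC80 with DMSO and 100% = DMSO without agonist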
CHRM1 PAM = positive allosteric modulators of human M1 muscarinic receptor. P11229. CHO-K1 hM1, Fluo-8 calcium fluorescence, ACh EC20; 0% = ACh EC20, 100% = maximal ACh. activation, % at 3 µM. hit rate 0.088% among 360,000; in the data active means activation above about 19%, passing the limit was not always enough
CRFBP-R2 agonist = agonists of human CRF-binding protein/CRF-R2 receptor complex | HEK293 CRF-R2/CRF-BP, calcium dye fluorescence (FLIPR); percent of saturating CRF peptide response | activation, % at 13.2 µM | hit rate 0.46% among 350,000 | AID 588473;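 active means activation of at least 50%, plus an integration ratio under a set limit after plate pattern correction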;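 further: plate controls were neutral control wells without compound for no effect and CRF at EC100 for full effect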
CHRM5 antagonist = blocks acetylcholine activation of human M5 receptor; CHO-hM5 cells, Fluo-8 calcium fluorescence, ACh EC80; P08912; hit rate 0.59% among 360,000; inhibition, % at 3 µM;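 active means inhibition above a per-plate cutoff, the mean of that plate's test compounds plus 3 SD, cut at about 27% in these data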;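 further: 0% = acetylcholine EC80 with DMSO and 100% = DMSO without agonist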
CRFBP-R2 block = antagonists of CRF-binding protein/CRF-R2 receptor complex. HEK293 CRF-R2/CRF-BP, CRF-induced calcium fluorescence. inhibition, % at 11.8 µM. AID 588475. hit rate 0.59% among 350,000;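 active means inhibition of the ligand-induced calcium signal above about 50% at the single tested concentration, limit read from the data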
Active calls of the source: *; x = no result given.

SMILES	CHRM5 PAM	M4 ag	M5 ag	M4 PAM	CHRM4 antagonist	CHRM1 PAM	CRFBP-R2 agonist	CHRM5 antagonist	CRFBP-R2 block
Cn1ccnc1SCC(=O)NC1(C#N)CCCCC1	3	1	-4	6	-1	9	-1.6	-1	3
Cc1cc(Nc2c(C)cccc2C)n2nc(C)nc2n1	-1	0	0	4	0	7	-1.3	3	10
NS(=O)(=O)c1cccc(Nc2nc3ccccc3nc2NS(=O)(=O)c2ccc(Cl)cc2)c1	-6	0	3	0	-1	-1	0.6	14	13
CCCc1cc(=O)[nH]c(SCC(=O)c2c(N)n(C)c(=O)n(C)c2=O)n1	0	0	2	6	3	12	-0.2	-10	-6
CCCOCc1ccc(O)c2ncccc12	1	0	-1	2	-5	6	5.1	8	-14
CC(C)(C)SCCNC(=O)CN1C(=O)c2ccccc2S1(=O)=O	-3	1	3	2	0	1	-1.3	2	9
Cc1nc2ccc(NC(=O)c3ccc([N+](=O)[O-])cc3)cc2s1	-3	3	0	1	-6	5	-0.4	-5	10
O=[N+]([O-])c1ccc(Oc2ccc(/C=N/O)cc2)nc1	8	1	1	-5	-1	7	0.3	-1	13
O=C(Oc1ccc2ccc(=O)oc2c1)N1CCOCC1	1	1	1	14	7	1	3.7	1	-18
O=C(c1ccc2nc[nH]c2c1)N1CCc2ccccc2C1	12	1	-2	1	11	9	-0.8	-4	9
O=C(NCCCn1ccnc1)/C(=C\c1ccccc1F)NC(=O)c1ccccc1	-1	0	-3	-3	10	10	2.7	18	1
NNC(=O)CSCc1nc(-c2ccccc2)cs1	3	5	3	-8	3	-1	0.9	1	3
Cc1ccccc1C=Nc1ccccc1C(N)=O	4	2	-2	5	1	12	-0.2	2	-57
COc1ccc(-n2c(CN3CCN(c4ccc(F)cc4)CC3)nc3ccc([N+](=O)[O-])cc3c2=O)c(OC)c1	-11	1	-1	7	1	4	0.7	16	-7
CC[C@@]12C(=O)N(c3ccccc3)C(=O)N1[C@H](c1ccc(OC)cc1)[C@@H]1C(=O)N(C(C)(C)C)C(=O)[C@@H]12	1	1	0	6	-14	10	0.3	5	-3
CSc1ncccc1C(=O)N1CCN(C(=O)c2ccccc2)CC1	-2	0	-1	-4	9	5	3.6	3	1
CCn1cc(CN2CCN(C)C(CCO)C2)c2ccccc21 (configuration not stated)	-1	1	0	3	2	6	-0.9	4	2
CSc1ccc(CNCCN2CCOCC2)cc1	-7	11	-10	-10	4	-5	-0.2	24	-1
S=C(NCCc1ccccn1)NC1CCCCC1	-2	1	-1	-2	-1	6	-1.3	1	9
COc1ccc([C@H]2C[C@H](n3cc(-c4ccc(F)cc4)nn3)[C@@H](O)CN2Cc2cccs2)cc1	2	0	1	5	-16	6	-1.3	-5	-5
Cc1ccc(S(=O)(=O)N2CCCCC2)cc1NC(=O)c1cnccn1	-3	1	3	-6	6	-6	-0.4	3	-6
O=C(NCc1ccncc1)c1cccc(S(=O)(=O)Nc2ccc(SC(F)F)cc2)c1	0	4	-1	-1	12	-6	0.5	3	3
Cc1c(N)cc(N)cc1C(=O)O	-5	1	0	-11	4	-5	3.3	16	5
Cn1c(=O)c(=O)n(C)c2cc(S(=O)(=O)N3CCN(c4ccccc4F)CC3)ccc21	-3	0	-1	4	-7	3	-1.5	-10	-4
OC(COc1c(Cl)cc(Cl)cc1Cl)CN1CCCCC1 (configuration not stated)	-5	4	-6	1	0	4	1.6	5	-10
CN(CC(=O)Nc1ccccc1Cl)C(=O)c1cccc(-n2cccc2)c1	-1	3	-1	-1	-2	3	-2.3	-3	11
O=C(c1ccccc1F)N(NC(=O)C(O)(c1ccccc1)c1ccccc1)c1ccccc1	-3	4	0	-14	-7	-3	-2.3	-11	18
O=C(CSc1nnc(-c2ccncc2)n1Cc1ccccc1)Nc1nccs1	1	1	1	2	1	13	-1.4	2	10
O=C(COC(=O)COc1cccc(C(F)(F)F)c1)NC1CCCC1	3	2	1	1	1	7	-1.4	6	16
Cc1ccc(S(=O)(=O)Cc2ccc(C(=O)N3CCN(c4ccc(F)cc4)CC3)o2)cc1	-14	5	1	-6	3	5	-1.3	4	22
Cc1cc(=O)oc2cc(OCc3ccc(C(=O)OCC(=O)NC4CCS(=O)(=O)C4)cc3)ccc12 (configuration not stated)	-1	1	1	-13	-2	0	-1.3	4	3
COc1ccc(CNC(=O)CCC(=O)Nc2ccc(Cl)cc2)cc1	1	1	0	4	6	6	-1.6	3	15
COc1cc(C2C(C(C)=O)=C(O)C(=O)N2Cc2ccccc2)ccc1O (configuration not stated)	9	1	-5	3	-5	10	1.6	-6	-9
CCC1C(=O)N=C(SCC(=O)Nc2ccc(C(=O)OC)cc2)NC1=O (configuration not stated)	-2	2	0	4	7	6	-0.7	-2	3
Cc1cc(C(=O)N(Cc2nnc(-c3ccc(Cl)cc3)o2)C(C)C)c2ccccc2n1	-4	4	0	3	4	3	-0.1	0	-4
O=C(O)c1cn(-c2ccccc2)c(=O)c2ccccc12	7	1	-4	7	-5	7	-1.5	4	36
COCCn1c(SCC(=O)NC2CCCC2)nc2cccnc21	3	1	-2	-4	-3	3	0.3	2	-5
Nc1nnc(CC(=O)N/N=C/c2ccc(-c3ccc(F)cc3)o2)s1	9	0	-1	-3	0	7	3.1	0	-3
Nc1cc(S(=O)(=O)N2CCCCC2)ccc1N1CCOCC1	-2	4	0	-9	3	2	-2.2	-1	1
Cc1cccc2cc(/C=N/NC(=O)CN3CCOCC3)c(Cl)nc12	0	0	0	5	4	11	-0.8	-5	16

Structures shown so far containing a furan ring, fused or not, in the order listed:
SMILES	CHRM5 PAM	M4 ag	M5 ag	M4 PAM	CHRM4 antagonist	CHRM1 PAM	CRFBP-R2 agonist	CHRM5 antagonist	CRFBP-R2 block
Cc1ccc(S(=O)(=O)Cc2ccc(C(=O)N3CCN(c4ccc(F)cc4)CC3)o2)cc1	-14	5	1	-6	3	5	-1.3	4	22
Nc1nnc(CC(=O)N/N=C/c2ccc(-c3ccc(F)cc3)o2)s1	9	0	-1	-3	0	7	3.1	0	-3

(listing goes on)
SMILES	CHRM5 PAM	M4 ag	M5 ag	M4 PAM	CHRM4 antagonist	CHRM1 PAM	CRFBP-R2 agonist	CHRM5 antagonist	CRFBP-R2 block
Cc1cccc(C(=O)NCC(=O)OCCOc2ccccc2Cl)c1	0	1	-3	2	-14	2	-1.8	5	-4
Cc1ccc(Nc2nnc(SCC(=O)NCC3CCCO3)s2)cc1 (configuration not stated)	1	0	0	8	6	10	-2.2	6	36
COC(=O)C1CCN(C2CN(Cc3ccccc3)S(=O)(=O)C2)CC1 (configuration not stated)	6	1	3	-1	-8	4	x	0	x
CCCCn1nnnc1C(c1ccccc1)N1CCN(C/C=C/c2ccccc2)CC1 (configuration not stated)	-22	1	-8	-15	12	-26	x	26	x
COc1cc(C)ccc1OCCOc1cc(C)ccc1Cl	-3	-2	-4	0	-10	-6	2.9	-1	-6
CCOC(=O)Oc1ccc2c(=O)c(Oc3cccc(C)c3)coc2c1	-4	0	-4	14	9	-2	-4.4	6	52*
O=C(Nc1cccc2ccccc12)OCc1cncs1	-2	1	1	-6	7	0	-2.2	8	-9
CN(C)S(=O)(=O)CC12CCC(CC1=O)C2(C)C (configuration not stated)	0	1	-2	1	4	8	0.4	-2	2
COc1cc(C(=O)NCCC(=O)NC2CCC(C)CC2)cc(OC)c1OC (configuration not stated)	-4	1	-5	3	-11	5	-1.6	8	0
COc1ccc(/C=N/NC(=O)c2sc3nc(C)cc(C)c3c2N)cc1	1	0	1	-5	4	1	-0.2	2	11
C[C@@H]1CN([C@H](C)CO)C(=O)CCCn2cc(nn2)CO[C@H]1CN(C)C(=O)Nc1ccc(-c2cccs2)cc1	2	1	-1	1	-15	1	0.3	-15	-10
COc1ccc(C(=O)NCC(=O)N/N=C/c2c(C)[nH]c3ccccc23)cc1	-7	-1	-5	-7	8	-3	-1.1	9	-3
COc1ccc(Sc2nc(-c3ccccn3)ncc2OC)cc1	-7	5	2	-11	3	-1	-3.2	3	-78
COc1ccc(NC(=O)c2ccc3c(c2)CCN3S(=O)(=O)c2ccccc2)c(OC)c1	-9	3	-6	-22	14	-12	0.7	20	-8
CN(C(=O)COc1ccc(Cl)cc1Br)C1CCCCC1	1	1	-4	-5	7	0	-0.8	11	-13
CN1C(=O)S/C(=C/c2cccn2-c2cccc(C(=O)O)c2)C1=O	-1	0	-2	6	10	14	-0.7	7	-5
COC(=O)CSc1nc2c(c(=O)[nH]c(=O)n2C)n1CCC(C)C	0	0	0	15	3	6	-0.8	-1	-10
Cc1ccccc1N1CCN(CCCCN2C(=O)C3CCCN3C2=O)CC1 (configuration not stated)	4	0	-5	2	17	6	-1.2	-1	-2
CCOC(=O)c1c(NC(=O)CCl)sc(CN(C)C)c1-c1ccccc1	-8	5	-3	7	-4	9	1.7	8	25
CCCNc1nc(Cl)nc(NC(C)(C)C)n1	-5	-1	-5	-2	-5	9	-0.9	6	-1
CCOC(=O)C1(C)CCCN(C(=O)c2ccc(C)c(F)c2)C1 (configuration not stated)	-3	1	-3	6	-18	1	x	-5	x
CCc1ccccc1NC(=O)CN1CCN(C(=O)CNC(=O)c2ccccc2F)CC1	4	2	3	5	-9	8	0.7	-7	2
Cc1occc1C(=O)N/N=C/c1ccc(N(C)C)cc1	20*	1	4	-1	-5	17	-2.3	-15	1
CNc1nc(-c2ccc(Cl)cc2)cs1	-2	-1	-4	0	-5	7	-1.6	4	3
COc1ccc(N(CC(=O)N2CCN(Cc3ccc4c(c3)OCO4)CC2)S(C)(=O)=O)cc1OC	2	1	-4	-2	1	10	-2.5	-5	19
NC(=O)c1ccc(C(F)(F)F)n(Cc2ccc(Cl)cc2)c1=O	-2	-2	0	2	-5	0	0.1	1	-93
CCOc1ccccc1-c1nn2c(Cc3ccccc3)nnc2s1	-1	0	-3	2	-4	-5	-1.0	-2	24
Cc1ccc(NC(=S)N/N=C2\CCCCC2C)cc1 (configuration not stated)	-4	-1	-9	-7	-8	5	-1.5	9	-20
CC(=O)COc1ccccc1OC(=O)c1ccco1	3	0	-2	2	5	2	-1.6	0	-12
CCC(=O)c1cn(CC(=O)OC)c2ccccc12	1	1	1	10	2	8	-3.8	7	7
C=C1CC[C@@H]2[C@](C)(CO)[C@H](O)CC[C@@]2(C)[C@@H]1C/C=C1/C(=O)OCC1O (some centres not stated)	2	1	1	-3	-8	-1	0.4	-3	-13
CC(=O)NC(N(C#N)c1nc(Cl)nc(N(C)C)n1)C(Cl)(Cl)Cl (configuration not stated)	-2	0	0	-3	-3	10	0.6	7	2
Cc1cc(C)nc(SCC(=O)N/N=C/c2cccc([N+](=O)[O-])c2)n1	0	1	-3	5	-14	7	-1.7	-5	20
CC1CCN(CC(=O)Nc2ccc(Cl)cc2[N+](=O)[O-])CC1	-2	0	-2	-3	-3	2	-0.4	10	-11
N=c1n(Cc2ccccc2)c2ccccc2n1CC(O)COc1ccc(Cl)cc1Cl (configuration not stated)	2	22	6	-10	21	6	10	8	-61
COc1ccc(Cl)cc1NC(=O)CSc1nnc(COc2ccccc2)n1C	-2	12	2	4	-2	2	1.1	2	-15

2 successive records out of the list so far, quoted:
SMILES	CHRM5 PAM	M4 ag	M5 ag	M4 PAM	CHRM4 antagonist	CHRM1 PAM	CRFBP-R2 agonist	CHRM5 antagonist	CRFBP-R2 block
CNc1nc(-c2ccc(Cl)cc2)cs1	-2	-1	-4	0	-5	7	-1.6	4	3
COc1ccc(N(CC(=O)N2CCN(Cc3ccc4c(c3)OCO4)CC2)S(C)(=O)=O)cc1OC	2	1	-4	-2	1	10	-2.5	-5	19
